Screens from PubChem.
VEEV TC-83 Vero: inhibitors of VEEV TC-83 cytopathic effect, confirmation, Vero cells (AID 588727); Vero cells, VEEV TC-83 cytopathic effect inhibition; higher % means a stronger effect; one-dose inhibition, % at 20 µM; IC50 in µM for titrated hits; 350,000 compounds, 0.13% hits; in the data active means a potency from the dose series; inconclusive means inhibition mostly from about 14% at the one dose, without a potency; inactive means the rest, 99 in 100 with inhibition below about 12%; further: strong numbers were not always called active
Starred values were filed as active, the others as inactive; i = inactive; ? = inconclusive.

entry	SMILES	VEEV TC-83 Vero
1	COC(=O)[C@H]1C[C@@]2(O)CN(S(=O)(=O)c3ccc(C)cc3)C[C@@]2(OC(=O)NCc2ccc(OC)c(OC)c2)C[C@H]1C(=O)OC	0.9%
2	CC1=C(C(=O)N(C)C)CC(CC(=O)NC2CCCCC2)C(=O)N1CCC1=CCCCC1 (centres undefined)	0.9%
3	COc1cccc(Nc2ncnc3ccc(Br)cc23)c1	11%
4	C[C@H]1CN([C@@H](C)CO)C(=O)CCCn2nncc2CO[C@H]1CN(C)S(=O)(=O)c1ccccc1	i
5	COCC#Cc1ccc2c(c1)O[C@@H](CN(C)S(=O)(=O)c1cccc(F)c1)[C@@H](C)CN([C@H](C)CO)S2(=O)=O	2.6%
6	C[C@@H]1CN([C@H](C)CO)C(=O)CCCn2cc(nn2)CO[C@H]1CN(C)S(=O)(=O)c1cccc(C#N)c1	i
7	COc1ccc(CC(=O)NCc2cccc(Cl)c2)cc1S(=O)(=O)N1CCOCC1	0.7%
8	COc1cc2c(cc1OC)C(CNC(=O)C=Cc1cc(OC)c(OC)c(OC)c1)C2 (centres undefined)	8.4%
9	Cc1ccc(S(=O)(=O)N2C[C@H]3N(C(=O)OC(C)C)N(C(=O)OC(C)C)C[C@H](OC(=O)Nc4c(C)noc4C)[C@@]3(O)C2)cc1	1.1%
10	O=C(NCCN1CCCC(O)C1)c1cc(COc2cccc(C(F)(F)F)c2)on1 (centres undefined)	i
11	Cc1ccccc1NC(=O)C(C)OC(=O)C1CCCO1 (centres undefined)	2.3%
12	CC1CCCN(S(=O)(=O)c2ccc3c(c2)OCCO3)C1 (centres undefined)	1.6%
13	CCOc1ccc(/C=N/NC(=O)c2ccncc2)cc1OC	1.4%
14	C[C@@H]1CN([C@H](C)CO)C(=O)c2cc(C#CC3CC3)cnc2O[C@H]1CN(C)S(C)(=O)=O	i
15	Cc1cc(C)nc(NS(=O)(=O)c2ccc(NCN3C(=O)c4ccccc4C3=O)cc2)n1	1.5%
16	CC(=O)Nc1ccc(C(C#N)=Cc2ccc(N(C)CCC#N)cc2)cc1	10%
17	COc1ccc(C(=O)NC(=S)Nc2ccc3[nH]c(=O)[nH]c3c2)cc1Br	0.1%
18	CCOC(=O)C1CCC(C(=O)OCC)N1c1ccc(C=O)cc1 (centres undefined)	3.0%
19	COCCCn1c(C(=O)Nc2ccc3c(c2)OCO3)cc2c(=O)n3cccc(C)c3nc21	i
20	CCC(=O)Nc1cc(OC)c(NC(=S)Nc2ccccc2CC)cc1OC	i
21	N#CCCn1cc(C(=O)CN2C(=O)NC3(CCc4ccccc43)C2=O)c2ccccc21 (centres undefined)	1.2%
22	O=C(NCC1=C(c2ccc3ccccc3c2)C[C@@H]2CC[C@H]1N2Cc1ccco1)c1cccs1	i
23	Cc1ccc(S(=O)(=O)N2C[C@H]3n4c(=O)ccc(=O)n4C[C@H](OC(=O)Nc4c(C)noc4C)[C@@]3(O)C2)cc1	i
24	CC(C)COC(=O)N(C)C[C@H]1OCc2cnnn2CCCC(=O)N([C@H](C)CO)C[C@H]1C	i
25	CSc1ncnc2c1ncn2CCCNCc1cccc2ccccc12	i
26	c1ccc(COc2ncnc3c2ncn3CCCN2CCN(Cc3cccc4ccccc34)CC2)cc1	i
27	CCN(CC)C(=O)C1=C(C)N(CCCOC)C(=O)C(CC(=O)NC2CC2)C1 (centres undefined)	0.0%
28	COc1ccc(C(=O)NCC(=O)OCC(=O)c2ccccc2Br)cc1OC	1.5%
29	COc1cccc(-c2nc3n(n2)CCc2ccccc2-3)c1	8.8%
30	O=C(N/C(=C/c1cccc(Br)c1)C(=O)N1CCCCC1)c1ccco1	i
31	Cc1ncoc1C(=O)NCC1=C(c2ccc(S(C)(=O)=O)cc2)C[C@@H]2CC[C@H]1N2CCOc1ccccc1	i
32	Cc1ccc([C@H]2N[C@]3(CCCN(Cc4ccco4)C3=O)[C@H]3C(=O)N(Cc4ccccc4)C(=O)[C@@H]23)cc1	2.1%
33	C[C@@H]1CN([C@@H](C)CO)S(=O)(=O)c2ccc(Br)cc2O[C@H]1CN(C)C(=O)c1cccc(F)c1	7.7%
34	COc1cccc(OC)c1C(=O)OCC(=O)NCC1CCCCC1	1.7%
35	COCC1CCN(C(=O)c2ccc3oc(CCc4ccccc4)nc3c2)C1 (centres undefined)	0.0%
36	C[C@@H]1CN([C@H](C)CO)S(=O)(=O)c2ccc(C3=CCCCC3)cc2O[C@H]1CN(C)C(=O)Cc1cccnc1	7.6%
37	O=C(CN1CCCc2ccccc21)Nc1cccc(S(=O)(=O)N2CCCC2)c1	i
38	CC1COCC(C)N1C(=O)c1cccnc1 (centres undefined)	2.2%
39	CCCn1c(SC(C)C(=O)NC2CCCC(C)C2C)n[nH]c1=O (centres undefined)	i
40	COc1ccc(S(=O)(=O)N(C)C[C@@H]2OCc3cnnn3CCCC(=O)N([C@H](C)CO)C[C@@H]2C)cc1	i
41	CN1CCN(C(=O)C[C@H]2C[C@H]3c4cc(NC(=O)NC5CCCCC5)ccc4O[C@H]3[C@@H](CO)O2)CC1	0.8%
42	CCOc1ccc(-n2c(C)c3c(C)nnc(C)c3c2C)cc1	2.2%
43	O=C1C=C(c2ccccc2Oc2ccccc2)C[C@@H](c2ccc(F)cc2)C1	3.2%
44	COc1ccc(Cc2nc3ccc(C(=O)NC4CCOC4)cc3o2)cc1OC (centres undefined)	i
45	COC(=O)C1=C(c2ccc(OCc3ccccc3)cc2)C[C@@H]2CC[C@H]1N2C(=O)NCc1ccc2c(c1)OCO2	3.4%
46	CC(C)CN(C(=O)COC(=O)C12CC3CC(CC(O)(C3)C1)C2)c1c(N)n(Cc2ccccc2)c(=O)[nH]c1=O	i
47	CCCCCCn1c(=O)n2n(c1=O)C[C@]1(OC(=O)NCc3ccc(OC)c(OC)c3)CN(S(=O)(=O)c3ccc(C)cc3)C[C@]1(O)C2	2.9%
48	C#CCN(C[C@@H]1[C@@H](OC(=O)NCCCCCC)[C@@H](OC(=O)NCCCCCC)Cn2c(=O)n(CCCCCC)c(=O)n21)S(=O)(=O)c1ccc(C)cc1	i
49	CNC[C@@H]1Oc2cc(Br)ccc2S(=O)(=O)N([C@H](C)CO)C[C@H]1C	0.0%
50	COc1ccc(-c2ccc(CN3C(CC(C)C)C(=O)N(Cc4cn(CC5CCCCC5)nn4)CCS3(=O)=O)cc2)cc1OC (centres undefined)	5.3%
51	Cc1c(C(=O)O)[nH]c2ccc([N+](=O)[O-])cc12	1.4%
52	C[C@H]1CN([C@@H](C)CO)S(=O)(=O)c2ccc(Br)cc2O[C@H]1CN(C)C(=O)Nc1ccccc1F	1.3%
53	C[C@H]1CN([C@@H](C)CO)C(=O)CCCn2nncc2CO[C@H]1CN(C)C(=O)CCC(F)(F)F	1.0%
54	Cc1ccc(-c2ccc(CN3C(C(C)C)C(=O)N(Cc4cn(Cc5ccco5)nn4)CCS3(=O)=O)cc2)cc1 (centres undefined)	6.6%
55	COc1ccccc1C1NC(=O)NC(C)=C1C(=O)OCC1CCCCC1 (centres undefined)	i
56	C=CCN(C(=O)CSc1nc2ccsc2c(=O)n1Cc1ccc(C(=O)O)cc1)c1ccccc1	3.7%
57	CC1(C)C(C(N)=O)C(=O)NC(=O)C1C(N)=O (centres undefined)	1.3%
58	COc1ccc2sc(C)cc(=O)c2c1	0.2%
59	CC1CCCCC12NC(=O)N(CC(=O)Nc1ccc3c(c1)OCO3)C2=O (centres undefined)	2.8%
60	O=C(NC1CC1)c1ccccc1NC(=O)c1ccccc1OC(F)F	i

Next section.
entry	SMILES	VEEV TC-83 Vero
61	Cc1ccc(Cc2c(-c3ccccc3)nc3ccc(Cl)cn23)cc1	i
62	C[C@@H]1CN([C@@H](C)CO)C(=O)CCCn2nncc2CO[C@H]1CN(C)Cc1ccc(Cl)c(Cl)c1	0.5%
63	CCCCCC(=O)N1C[C@H](n2cc(C3CC3)nn2)[C@@H](O)C[C@@H]1c1ccccc1	0.8%
64	Cc1cc(Nc2ccccc2C(=O)O)n2ncnc2n1	i
65	O=C(C[C@H]1C(=O)N(Cc2ccccc2)C[C@@H]1Cc1ccccc1)Nc1ccc(Br)cc1	1.4%
66	Cc1cc(C)cc(Nc2cc(C)nc3ncnn23)c1	0.5%
67	O=C(COC(=O)CCS(=O)(=O)c1ccccc1)NNC(=O)c1ccc([N+](=O)[O-])cc1	0.8%
68	CC1CCN(C(=O)CCn2c(=O)oc3ccc(Cl)cc32)CC1	0.3%
69	Cc1cccc(S(=O)(=O)N(C)C[C@@H]2OCc3cn(nn3)CCCC(=O)N([C@@H](C)CO)C[C@H]2C)c1	2.5%
70	COc1ccc([C@H]2N[C@]3(CCCN(Cc4ccc(C)cc4)C3=O)[C@H]3C(=O)N(C)C(=O)[C@@H]23)cc1	0.7%
71	CN(C)c1ccc(-[n+]2c(-c3ccccc3)cc(-c3ccccc3)cc2-c2ccccc2)cc1	i
72	NC(=O)c1ccc(NS(=O)(=O)c2ccc(S(=O)(=O)N3CCCC3)cc2)cc1	i
73	O=C(CCn1c(=S)[nH]c2cc3c(cc2c1=O)OCO3)NCCc1ccccc1Cl	0.7%
74	C[C@H](CO)N1C[C@H](C)[C@@H](CN(C)Cc2cccnc2)OCc2cnnn2CCCC1=O	i
75	Cn1cc(/C=C(\NC(=O)c2ccccc2)C(=O)NCCCn2ccnc2)c2ccccc21	5.4%
76	Cc1cc(NC(=O)c2ccc(OCC3CCCO3)cc2)ccc1Br (centres undefined)	1.1%
77	C[C@H]1CN([C@@H](C)CO)S(=O)(=O)c2ccc(C#CC3CC3)cc2O[C@@H]1CN(C)S(C)(=O)=O	1.4%
78	O=C(c1ccco1)N1CCN(C(=O)c2cnn(-c3ccc(F)cc3)c2-n2cccc2)CC1	i
79	N#Cc1cccc(N=c2ssnc2Cl)c1	1.1%
80	COc1ccc(OC(=O)N(C)C[C@@H]2OCc3cnnn3CCCC(=O)N([C@H](C)CO)C[C@@H]2C)cc1	0.7%
81	Cn1cccc1CN1CCC[C@]2(N[C@H](c3ccc(C(F)(F)F)cc3)[C@@H]3C(=O)N(Cc4ccccc4)C(=O)[C@@H]32)C1=O	1.5%
82	COc1cc(C=NNc2ccccc2)ccc1OC(=O)c1ccccc1	1.4%
83	CSCCC(C)N1CCC(Oc2ccc(C(=O)NCc3ccccn3)cc2)CC1 (centres undefined)	i
84	C[C@@H]1CN([C@H](C)CO)C(=O)CCCn2nncc2CO[C@@H]1CN(C)S(=O)(=O)c1cn(C)cn1	5.7%
85	Clc1ccccc1CNCc1ccc2c(c1)OCO2	2.1%
86	COc1ccc(N2C[C@H](CSC)[C@@H](CC(=O)Nc3ccc(Br)cc3)C2=O)cc1	i
87	O=C(Cn1sc2ccccc2c1=O)Nc1ccc(F)cc1	12%
88	CC(=O)Nc1cccc(C(=O)Nc2cc(C(F)(F)F)ccc2-n2cncn2)c1	3.2%
89	O=C1OCCC1=COCCCCCOC=C1CCOC1=O	1.6%
90	C[C@@H]1CN([C@H](C)CO)C(=O)c2c(c3ccccc3n2C)-c2ccccc2CO[C@@H]1CN(C)C(=O)Nc1ccccc1C(F)(F)F	i
91	COc1cccc(NC(=S)NC2CC(C)CC(C)(C)C2)c1 (centres undefined)	i
92	CC1CN(C(=O)COC(=O)c2cc(=O)[nH]c3ccccc23)CC(C)O1 (centres undefined)	1.2%
93	CC(=O)Nc1ccc(NC(=O)COc2cccc3ccccc23)cc1	12%
94	O=Cc1cn(-c2ccccc2)nc1-c1cccc([N+](=O)[O-])c1	2.7%
95	Cc1cc(/C=N/NC(=O)c2ccoc2C)cc(C)c1O	0.7%
96	COc1cccc(CN(C)C(=O)C2CCCN(C(=O)c3ccc(Cl)cc3)C2)c1 (centres undefined)	0.1%
97	COC(=O)C1(C)CCCC2(C)c3cc(OC)ccc3C(=O)C(Br)C12 (centres undefined)	?
98	Cc1ccc(OCCSc2nc3ccccc3n2CCC(=O)O)c(C(C)C)c1	0.5%
99	C[C@@H]1CN([C@H](C)CO)C(=O)c2cc(Br)cnc2O[C@H]1CN(C)C(=O)Nc1ccc2c(c1)OCO2	0.9%
100	CCC/C=C/c1ccc(CN2C(C(C)C)C(=O)N(Cc3cn(CC4CCCCC4)nn3)CCS2(=O)=O)cc1 (centres undefined)	4.8%
101	O=C(O)C1=C2C(=O)Nc3cccc(c32)C2(C1)C(=O)Nc1ccccc12 (centres undefined)	0.2%

Not all compounds are listed. The share of hits here may be higher or lower than overall.
